# NTR1 agonist – agonists of NTR1, primary screen, imaging, U2OS cells, beta-arrestin-GFP, high content (AID 493036); P30989; NTR1-U2OS beta-arrestin-GFP spot imaging, agonist mode; activation, % at 20 µM; 330,000 tested, 0.17% active;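 active = activation at or above 40% of the spot to cytoplasm intensity ratio, with at least 20 cells analyzed; inconclusive = wells under 20 cells, flagged as cytotoxic or low count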;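 also: 0% = DMSO without peptide and 100% = 100 nM NTR1 peptide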
# Target sequence (P30989 whole entry, looked up): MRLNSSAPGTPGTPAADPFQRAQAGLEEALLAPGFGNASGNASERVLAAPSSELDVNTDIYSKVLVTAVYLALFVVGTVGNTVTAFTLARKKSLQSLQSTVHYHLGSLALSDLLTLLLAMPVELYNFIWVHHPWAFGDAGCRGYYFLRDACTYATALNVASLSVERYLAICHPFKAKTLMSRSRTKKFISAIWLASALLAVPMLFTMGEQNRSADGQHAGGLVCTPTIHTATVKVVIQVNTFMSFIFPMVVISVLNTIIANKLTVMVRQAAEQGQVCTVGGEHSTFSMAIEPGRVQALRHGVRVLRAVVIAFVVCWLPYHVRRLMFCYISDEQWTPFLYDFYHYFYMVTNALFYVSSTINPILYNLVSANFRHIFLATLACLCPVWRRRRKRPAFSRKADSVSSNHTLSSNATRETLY
# Large T inhibition – SV40 large T antigen inhibitors, biochemical (AID 1903) | SV40 large T antigen ATPase/helicase inhibition assay; higher % means a stronger effect | inhibition, % at 20 µM; hits with a dose series show IC50 in µM | 310,000 tested, 0.39% active; in the data active = a potency from the dose series; inconclusive = inhibition mostly from about 32% at the one dose, without a potency; inactive = the rest, 99 in 100 with inhibition below about 32%; also: strong numbers were not always called active
# Rac1 GTP hydrolysis – MgcRacGAP GTPase-activating activity inhibitors, confirmation, biochemical, ADP Hunter fluorescence. MgcRacGAP-stimulated Rac1 GTP hydrolysis, ADP Hunter fluorescence; higher % means a stronger effect; GST-tagged Rac1 F28L mutant substrate. inhibition, % at 30 µM; hits with a dose series show IC50 in µM. 340,000 tested, 0.6% active;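 active = first-screen hits whose inhibition reached a set limit at any dose in the follow-up dose series; inconclusive = inhibition above the set first-screen limit but never retested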;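 also: fluorescence reports GDP produced by GAP-driven GTP hydrolysis; strong numbers were not always called active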
# UTI89 phage lysis – inhibition of K1F phage lysis, E. coli UTI89, bacterial capsule biogenesis inhibitors, alamar blue (AID 488966). 340,000 tested, 0.02% active. one-dose inhibition, % at 100 µM; IC50 in µM for titrated hits. E. coli UTI89 K1F phage lysis, alamar blue, 2 h; higher % means a stronger effect;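 active = phage lysis inhibition, versus mean bacterial control, above a set limit; inconclusive = no clear call, values can overlap the other calls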;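 also: capsule biogenesis inhibitors block K1F phage lysis so surviving cells raise fluorescence; higher fluorescence means more inhibition of phage lysis; actives were called in the ten point dose series up to 300 µM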
# Siah-1 displacement – blockers of Siah-1 interaction with plectin peptide – biochemical, fluorescence polarization, rhodamine-plectin, uHTS, primary screen (AID 1817); Siah-1 / rhodamine-plectin peptide fluorescence polarization; higher % means a stronger effect; 290,000 tested, 0.02% active; displacement, % at 20 µM, or IC50 in µM where a hit was titrated;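 active = displacement of at least 50% at 20 µM, with a fluorescence ratio check between 0.3 and a set limit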;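 also: plate controls were Siah plus tracer with DMSO for no effect and tracer alone without Siah for full effect; strong numbers were not always called active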
# AID2073 – inhibitors of Mint1-CaV2.2 protein interaction, biochemical, HTRF (AID 2073). HTRF protein-protein interaction, Mint1-CaV2.2; higher % means a stronger effect. inhibition, % at 20 µM; hits with a dose series show IC50 in µM. 290,000 tested, 0.19% active; in the data active = inhibition mostly above about 51%, no sharp cut-off; inconclusive = no clear call, values can overlap the other calls; inactive = mostly below about 53%; also: some results filed as inactive read as strong as hits
# Dengue-2 NS5 capping – flavivirus cap methylation enzyme inhibition – biochemical, confirmation dose response, primary screen (AID 588689). 340,000 tested, 0.3% active. inhibition, % at 25 µM, or IC50 in µM where a hit was titrated. Dengue-2 NS5 methyltransferase capping enzyme assay, biochemical; higher % means a stronger effect; in the data active = a potency from the dose series; inconclusive = inhibition above about 29% without an active follow-up result
# NTR1 agonist cell count 20 µM – further read-out of NTR1 agonist, marked with its call; cell count; measured here: cell count, cytotoxicity flag
# Dengue-2 NS5 capping pilot replicate – recorded beside Dengue-2 NS5 capping, whose call it bears; inhibition, %; measured here: pilot screen replicate inhibition
# * hit, by the source's call; i = inactive; ? = inconclusive; . = no result given.
SMILES,NTR1 agonist,Large T inhibition,Rac1 GTP hydrolysis,UTI89 phage lysis,Siah-1 displacement,AID2073,Dengue-2 NS5 capping,others
CCCCn1c(=O)c(C(=O)Nc2nc3ccccc3[nH]2)c(O)c2ccccc21,.,.,.,.,-4.4%,7.6%,.,
C=C1C(O)[C@@H]2O[C@]3(CC[C@H](/C=C/C(C)[C@@H]4CC(C)=CC5(O[C@H](C[C@@](C)(O)C(=O)O)CCC5O)O4)O3)CC[C@H]2O[C@@H]1C(O)CC(C)[C@H]1OC2(CCCCO2)CCC1C (stereo partly specified),2.8,.,.,.,.,.,.,NTR1 agonist cell count 20 µM=25
CCS(=O)(=O)NC(C)c1nnc2n1-c1ccc(Br)cc1C(c1ccccc1Cl)=NC2 (stereo unspecified),0.3,13.6%,.,.,.,.,.,NTR1 agonist cell count 20 µM=61
C[C@@H]1CN([C@@H](C)CO)C(=O)CCCn2nncc2CO[C@@H]1CN(C)C(=O)Oc1ccc2ccccc2c1,.,.,16.4%,.,.,.,1.1%,
O=C(NC(=S)N1CC1)c1ccccc1,.,.,3.6%,.,.,.,-6.9%,
COc1ccc(C(SCC(NC(=O)OCc2ccccc2)C(=O)O)c2ccc(OC)cc2)cc1 (stereo unspecified),.,.,-10.1%,.,.,.,0.6%,
Cc1ccccc1C(=O)N1Cc2ccccc2-n2nncc2C1,.,.,5.4%,.,.,.,1.6%,
CCOC(=O)c1cccc(C2=C(CNC(=O)c3ccncc3)[C@H]3CC[C@@H](C2)N3Cc2ccccc2)c1,.,.,2.6%,.,.,.,1.6%,
FC(F)(F)c1cccc(NC2=NCCS2)c1,.,.,6.2%,.,.,.,7.4%,
O=c1c2ccccc2[nH]c(=S)n1-c1cccc(Cl)c1,.,.,6.8%,.,.,.,0.0%,
CCOC(=O)c1cccc(C2=C(CNC(=O)c3nccs3)[C@H]3CC[C@@H](C2)N3Cc2ccccc2)c1,.,.,5.8%,.,.,.,3.3%,
Cc1ncoc1C(=O)NCC1=C(c2ccc3ccccc3c2)C[C@@H]2CC[C@H]1N2Cc1ccco1,.,.,13.8%,.,.,.,8.0%,
CS(=O)(=O)c1ccc(C2=C(CNC(=O)c3ccc([N+](=O)[O-])cc3)[C@H]3CC[C@@H](C2)N3CCOc2ccccc2)cc1,.,.,-9.4%,.,.,.,-3.9%,
COc1ccc(OC(=O)N(C)C[C@@H]2OCc3cnnn3CCCC(=O)N([C@H](C)CO)C[C@H]2C)cc1,.,.,-9.1%,.,.,.,-4.5%,
COc1ccc(CN2CCN(C(=O)Cc3ccccc3)CC2)cc1OC,.,.,31.6%,.,.,.,-1.1%,
COC(=O)C1=C(c2ccc(OCc3ccccc3)cc2)C[C@@H]2CC[C@H]1N2C(=O)NCc1ccc(F)cc1,.,.,13.8%,.,.,.,-0.6%,
CS(=O)(=O)c1ccc(C2=C(CNC(=O)c3nccs3)[C@H]3CC[C@@H](C2)N3Cc2ccco2)cc1,.,.,5.4%,.,.,.,-2.3%,
COC(=O)C1=C(c2ccccc2OCc2ccccc2)C[C@@H]2CC[C@H]1N2C,.,.,2.3%,.,.,.,4.0%,
O=C(Cc1cccs1)N1Cc2ccccc2-n2nncc2C1,.,.,8.7%,.,.,.,-3.3%,
C[C@H](CO)N1C[C@H](C)[C@@H](CN(C)C(=O)Oc2ccc3ccccc3c2)OCc2cn(nn2)CCCC1=O,.,.,7.3%,.,.,.,-11.6%,

# Some of these compounds in order of SMILES length, low to high:
SMILES,NTR1 agonist,Large T inhibition,Rac1 GTP hydrolysis,UTI89 phage lysis,Siah-1 displacement,AID2073,Dengue-2 NS5 capping,others
O=C(Cc1cccs1)N1Cc2ccccc2-n2nncc2C1,.,.,8.7%,.,.,.,-3.3%,
CCCCn1c(=O)c(C(=O)Nc2nc3ccccc3[nH]2)c(O)c2ccccc21,.,.,.,.,-4.4%,7.6%,.,
C[C@@H]1CN([C@@H](C)CO)C(=O)CCCn2nncc2CO[C@@H]1CN(C)C(=O)Oc1ccc2ccccc2c1,.,.,16.4%,.,.,.,1.1%,

# (further entries)
SMILES,NTR1 agonist,Large T inhibition,Rac1 GTP hydrolysis,UTI89 phage lysis,Siah-1 displacement,AID2073,Dengue-2 NS5 capping,others
COC(=O)C12CCc3cc(OC)ccc3C1=CC(=O)C2 (stereo unspecified),.,.,6.2%,.,.,.,-2.3%,
O=C(c1cccs1)N1CCC(C(=O)O)(c2ccccc2)CC1,.,.,1.4%,.,.,.,2.3%,
COc1ccc(C(CC(C)=O)c2c(O)c3ccccc3oc2=O)cc1OC (stereo unspecified),.,.,8.3%,.,.,.,2.3%,
C[C@]12CC[C@H](O)C[C@@H]1CC[C@H]1[C@H]3CCC(=O)[C@@]3(C)CC[C@@H]12,.,.,4.5%,.,.,.,-2.9%,
C[C@@H]1CN([C@@H](C)CO)C(=O)CCCn2nncc2CO[C@@H]1CN(C)C(=O)Oc1cccc2ccccc12,.,.,5.6%,.,.,.,-1.2%,
COc1cccc(C)c1NC1=NCCO1,.,.,7.4%,.,.,.,-5.2%,
CCOC(=O)CNC(=O)N1Cc2ccccc2-n2nncc2C1,.,.,11.2%,.,.,.,3.3%,
CCc1cc2c(cc1-c1csc(C/C(N)=N/O)n1)C(C)(C)CCC2(C)C,.,.,4.9%,.,.,.,5.1%,
Cc1ccc(OC(=O)N(C)C[C@@H]2OCc3cnnn3CCCC(=O)N([C@@H](C)CO)C[C@@H]2C)cc1,.,.,11.6%,.,.,.,-0.6%,
O=C(NCC1=C(c2ccc3ccccc3c2)C[C@@H]2CC[C@H]1N2Cc1ccco1)c1cccnc1,.,.,13.8%,.,.,.,7.4%,
CC(=O)C1CCC2C3CCC4CC(O)CCC4(C)C3C(O)CC12C (stereo unspecified),.,.,3.2%,0.5%,.,.,-11.6%,
Cc1cc(N(CCCl)CCCl)ccc1C=NNC(=O)c1cccnc1,.,.,1.5%,-6.1%,.,.,-3.1%,
O=[N+]([O-])c1ccc2c(c1)Cc1cc(O)ccc1-2,.,.,16.7µM*,-1.1%,.,.,7.0%,
CC(=O)OC1CCC2(C)C(CC(=O)C3C2CCC2(C)C(OC(C)=O)CCC32)C1 (stereo unspecified),.,.,7.0%,-4.3%,.,.,-4.0%,
Cc1c(NS(=O)(=O)c2ccccc2)ccc([N+](=O)[O-])c1Cl,.,.,1.0%,-1.8%,.,.,-1.2%,
O=[N+]([O-])c1c(Cl)c(Cl)c(Cl)c(Cl)c1Cl,.,.,4.1%,-0.4%,.,.,-6.5%,
CN(C)Cc1c[nH]c2cc([N+](=O)[O-])ccc12,.,.,9.3%,-0.7%,.,.,3.1%,
COC(=O)C12OCC34C(CC5C(C)=C(O)C(=O)CC5(C)C3C(O)C1O)OC(=O)C(OC(=O)/C=C(\C)C(C)C)C24 (stereo unspecified),.,.,-5.0%,3.3%,.,.,-8.5%,
CC[C@H]1CN2CCC1C[C@@H]2[C@@H](O)c1ccnc2ccc(OC)cc12 (stereo partly specified),.,.,3.5%,7.7%,.,.,0.7%,
COc1ccc(NC2Oc3cc4c(cc3C(c3cc(OC)c(OC)c(OC)c3)C2C)OCO4)cc1 (stereo unspecified),.,.,15.7%,4.1%,.,.,-2.3%,
CCCCC1(CC)COP(=O)(OCC(Cl)(Cl)Cl)OC1 (stereo unspecified),.,.,2.1%,-0.9%,.,.,4.3%,
CCS(=O)(=O)CCSP(=O)(OC)OC,.,.,5.5%,-1.7%,.,.,0.0%,
COCC(=O)N1Cc2ccccc2-n2nncc2C1,.,.,10.1%,0.3%,.,.,1.3%,Dengue-2 NS5 capping pilot replicate=0.0
c1ccc2c(c1)[IH]c1ccccc1-2,.,.,15.2%,-12.2%,.,.,-2.9%,
CC(=O)OC12COC1CC(O)C1(C)C(=O)C(O)C3=C(C)C(O)CC(O)(C(OC(=O)c4ccccc4)C21)C3(C)C (stereo unspecified),.,.,-6.0%,-2.3%,.,.,-9.3%,
CC1=C(N2CC2)C(=O)C(CO)=C(N2CC2)C1=O,.,.,-6.9%,i,.,.,-6.9%,
CC(=O)C1C(N2CC2)CC2C3CC=C4CC(O)CCC4(C)C3CCC21C (stereo unspecified),.,.,1.7%,3.2%,.,.,-3.5%,
c1ccc(CNC2CCCCCCC2)cc1 (tested in a mixture with another compound),.,.,2.4%,-1.5%,.,.,13.9%,
COc1ccc(CN(CCc2c[nH]c3ccccc23)Cc2ccc(OC)cc2)cc1,.,.,-7.7%,-0.9%,.,.,-3.5%,
CC1([N+](=O)[O-])COP(=O)(Nc2cccc(Br)c2)OC1 (stereo unspecified),.,.,-4.6%,-2.6%,.,.,-2.4%,
COc1cc(C(=O)O)cc(OC)c1OC,.,.,-1.5%,4.4%,.,.,2.9%,
CC1C(c2ccccc2)OCCN1C (stereo unspecified),.,.,3.6%,2.7%,.,.,0.0%,
CC(C)CCC1(CCO)C(=O)NC(=S)NC1=O,.,.,-2.3%,4.8%,.,.,1.2%,
C=C1C(C)C2C(Cc3ccccc3)NC(=O)C23C(OC(C)=O)C=CC(C)(O)CC(C)CC=CC3C1O (stereo unspecified),.,.,-4.5%,2.5%,.,.,-1.6%,
Cc1[nH]nc2ccc(-c3cncc(OC[C@@H](N)Cc4c[nH]c5ccccc45)c3)cc12,.,.,8.9%,?,.,.,-4.1%,
C=Cc1cc(OC)c2c(c1)c(=O)oc1c2cc(OC)c2c(O)ccc(C3OC(C)C(O)C(C)(O)C3O)c21 (stereo unspecified),.,.,-1.2%,0.5%,.,.,-2.4%,
CCN(CCCl)c1cc(CN(C)C)cc(NC(=O)c2ccc(C(=O)Nc3cc(CN(C)C)cc(N(CC)CCCl)c3)cc2)c1,.,.,126µM*,118µM*,.,.,7.3%,
CC(=NNC(=S)N1CC2CCC(CC2)C1)c1nccs1,.,.,1.1%,2.2%,.,.,-3.2%,
CN1C(=O)NC(=O)C2(CCCC2)C1=O,.,.,-2.4%,1.2%,.,.,-13.6%,
CCOP(=S)(OCC)SCSP(=S)(OCC)OCC,.,.,26.2%,0.4%,.,.,-20.6%,
O=C1NC(=S)SC1=Cc1ccc(N(CCCl)CCCl)cc1,.,.,12.1%,-4.0%,.,.,17.0%,
CCC1CN1P(=S)(N1CC1CC)N1CC1CC (stereo unspecified),.,.,-1.6%,-1.5%,.,.,-6.2%,
CC(=O)OC1CC(OC2C(O)CC(OC3C(O)CC(OC4CCC5(C)C(CCC6C5CCC5(C)C(C7=CC(=O)OC7)CCC65O)C4)OC3C)OC2C)OC(C)C1OC1OC(CO)C(O)C(O)C1O (stereo unspecified),.,.,-5.7%,1.2%,.,.,-8.1%,
CN1C(=O)N(C)C(=O)C(NS(=O)(=O)c2ccc(N)cc2)(c2ccccc2)C1=O,.,.,-3.7%,2.8%,.,.,6.2%,
CCC(C)(O)C(=O)OC1C(=O)OC2CC3C(C)=CC(=O)C(O)C3(C)C3C4(O)OCC23C1C(C)C4O (stereo unspecified),.,.,1.1%,3.7%,.,.,-6.9%,
c1ccc(C(c2ccccc2)c2ccncc2)cc1,.,.,-2.1%,2.5%,.,.,4.3%,
CC12C=CC(=O)C=C1CCC1C2C(=O)CC2(C)C(=O)CCC12 (stereo unspecified),.,.,2.2%,-0.3%,.,.,15.3%,
O=C1NC(=O)C(CCOc2ccccc2)(CCc2ccccc2)C(=O)N1,.,.,-1.5%,1.9%,.,.,10.5%,
O=C1NC(=O)C2C1C1(Cl)C(Cl)=C(Cl)C2(Cl)C1(Cl)Cl (stereo unspecified),.,.,1.2%,-2.8%,.,.,-9.7%,
Cc1cc(-c2ccc(N)c(C)c2)ccc1N,.,.,12.2µM*,-1.3%,.,.,1.5%,

# Assay outcomes as filed in PubChem.

# An excerpt; rates above refer to the full screens.
